# Bioassay records from PubChem.
# SV40 large T antigen – SV40 large T antigen inhibitors, biochemical (AID 1903); SV40 large T antigen ATPase/helicase inhibition assay; higher % means a stronger effect; one-dose inhibition, % at 20 µM; IC50 in µM for titrated hits; 310,000 compounds, 0.39% hits; in the data active means a potency from the dose series; inconclusive means inhibition mostly from about 32% at the one dose, without a potency; inactive means the rest, 99 in 100 with inhibition below about 32%; further: strong numbers were not always called active
# TNAP activators – human TNAP enzyme activators, primary screen, biochemical, luminescent, no phosphate acceptor, uHTS (AID 1001) | Alkaline phosphatase, tissue-nonspecific isozyme (Homo sapiens) | one-dose activation fold at 20 µM; EC50 in µM for titrated hits | purified TNAP, luminescent activation assay, no phosphate acceptor; higher activation fold means a stronger effect | 200,000 compounds, 0.03% hits; in the data active means activation fold from about 3, or a potency from the dose series; inactive means the rest, 99 in 100 with activation fold below about 1.6; further: many of its hits are not listed in these tables
# UTI89 phage lysis – inhibition of K1F phage lysis, E. coli UTI89, bacterial capsule biogenesis inhibitors, alamar blue (AID 488966) | E. coli UTI89 K1F phage lysis, alamar blue, 2 h; higher % means a stronger effect | inhibition, % at 100 µM; hits with a dose series show IC50 in µM | 340,000 compounds, 0.02% hits;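 active means phage lysis inhibition, versus mean bacterial control, above a set limit; inconclusive means no clear call, values can overlap the other calls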;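 further: capsule biogenesis inhibitors block K1F phage lysis so surviving cells raise fluorescence; higher fluorescence means more inhibition of phage lysis; actives were called in the ten point dose series up to 300 µM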
# Rac1 GTP hydrolysis – MgcRacGAP GTPase-activating activity inhibitors, confirmation, biochemical, ADP Hunter fluorescence; MgcRacGAP-stimulated Rac1 GTP hydrolysis, ADP Hunter fluorescence; higher % means a stronger effect; GST-tagged Rac1 F28L mutant substrate; one-dose inhibition, % at 30 µM; IC50 in µM for titrated hits; 340,000 compounds, 0.6% hits; Rac GTPase-activating protein 1 (Homo sapiens); AID 624330, 2012;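 active means first-screen hits whose inhibition reached a set limit at any dose in the follow-up dose series; inconclusive means inhibition above the set first-screen limit but never retested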;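 further: fluorescence reports GDP produced by GAP-driven GTP hydrolysis; strong numbers were not always called active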
# Myeloid diff 2 – induction of myeloid progenitor differentiation, primary screen, cell-based, flow cytometry, MLPCN library | ER-HoxA9 myeloid progenitors, lysozyme-GFP differentiation | calls only at 10 µM | 360,000 compounds, 1% hits | AID 624256, 2012;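 active means normalized GFP-positive differentiation at or above the plate's own cutoff, the solvent-only control mean plus 3 SD; inconclusive means no clear call, values can overlap the other calls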;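 further: cells exposed to compound for four days before flow analysis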
# Salmonella PhoP GFP – inhibitors of PhoP regulon expression, primary screen, Salmonella Typhimurium, GFP reporter (AID 1863). S. Typhimurium PhoP-regulated promoter GFP reporter, 4 h; higher % means a stronger effect. one-dose inhibition, % at 50 µM; IC50 in µM for titrated hits. 300,000 compounds, 0.16% hits;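 active means inhibition over 29.93%, a cutoff 3 SD above the screen mean, later confirmed by dose response; inconclusive means inhibition over 29.93% but no dose response follow-up; inactive means inhibition at most 29.93% or unconfirmed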;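 further: 0% = low Mg2+ inducing control and 100% = high Mg2+ repressing control; strong numbers were not always called active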
# RSV antiviral HEp-2 – RSV antiviral activity via CPE protection, HEp-2 cells, primary 10 µM value included (AID 2391); HEp-2 cells, RSV-induced CPE inhibition; higher % means a stronger effect; CPE inhibition, % at 10 µM; hits with a dose series show IC50 in µM; 310,000 compounds, 0.13% hits; in the data active means a potency from the dose series; inconclusive means CPE inhibition mostly from about 23% at the one dose, without a potency; inactive means the rest, 99 in 100 with CPE inhibition below about 21%; further: strong numbers were not always called active
# NTR1 ag – agonists of NTR1, primary screen, imaging, U2OS cells, beta-arrestin-GFP, high content (AID 493036). activation, % at 20 µM. 330,000 compounds, 0.17% hits. NTR1-U2OS beta-arrestin-GFP spot imaging, agonist mode;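 active means activation at or above 40% of the spot to cytoplasm intensity ratio, with at least 20 cells analyzed; inconclusive means wells under 20 cells, flagged as cytotoxic or low count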;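 further: 0% = DMSO without peptide and 100% = 100 nM NTR1 peptide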
# Target sequence (P30989 whole entry, looked up): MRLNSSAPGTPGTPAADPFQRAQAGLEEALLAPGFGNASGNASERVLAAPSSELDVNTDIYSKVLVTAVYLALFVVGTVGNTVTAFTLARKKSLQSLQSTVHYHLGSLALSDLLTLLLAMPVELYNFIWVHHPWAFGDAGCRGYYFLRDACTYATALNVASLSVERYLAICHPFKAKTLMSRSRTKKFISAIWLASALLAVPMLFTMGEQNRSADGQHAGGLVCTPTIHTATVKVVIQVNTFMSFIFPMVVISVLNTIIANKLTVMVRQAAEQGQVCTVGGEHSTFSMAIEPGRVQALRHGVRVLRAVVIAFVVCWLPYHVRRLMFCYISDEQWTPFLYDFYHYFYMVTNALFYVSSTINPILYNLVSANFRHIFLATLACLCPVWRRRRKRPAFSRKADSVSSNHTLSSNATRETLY
# T cell modulator – modulators of CD8 T cell-vesicle binding, primary screen, mouse 2C CD8+ T cells, flow cytometry; calls only at 7 µM; 330,000 compounds, 0.068% hits; AID 2052, 2009; 2C CD8+ T cell-vesicle binding; hits give low values;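 active means response, share of CD8 T cells binding vesicles, and their 90th percentile fluorescence all below set limits, cut at about 80% in these data, passing the limit was not always enough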
#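 Material: murine 2C transgenic CD8+ T lymphocytes / Also added: QL9-peptide-loaded Drosophila micro-vesicles bearing Ld, ICAM-1 and B7-1 / Schedule: binding step 1.5 h, 37 °C, antibody labelling 20 min, ice / Signal: flow cytometry, PE anti-B7-1 (FL2) versus Alexa647 anti-CD8 (FL8), PFA-fixed / Evaluation: percent CD8+ FL2 mean versus row control / Benchmarks: naked versus QL9-loaded vesicles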
# T cell modulator vesicle-bound % – also measured in T cell modulator; calls as there; double positive events, %; measured here: CD8+ vesicle-bound cell fraction;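 binding gate set so that unloaded-vesicle control wells show 10% double positive cells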
# NTR1 ag cell count 20 µM – second read-out of NTR1 ag, no call of its own (marks repeat the call); cell count; measured here: cell count, cytotoxicity flag
# Myeloid diff 2 GFP+ MAC1+ % – further read-out of Myeloid diff 2, marked with its call; GFP+ MAC1+ double positive, %; measured here: differentiation confirmed by MAC1 staining
# Numbers without * were called inactive; i = inactive; ? = inconclusive; / = not tested or not shown; & = joins results of further samples; [ ] = dose if it differs, or a comment. Random draw from the library, and some 2.3% of all compounds hit somewhere here.
SMILES,SV40 large T antigen,TNAP activators,UTI89 phage lysis,Rac1 GTP hydrolysis,Myeloid diff 2,Myeloid diff 2 GFP+ MAC1+ %,Salmonella PhoP GFP,RSV antiviral HEp-2,NTR1 ag,NTR1 ag cell count 20 µM,T cell modulator,T cell modulator vesicle-bound %
CCCN1C(=O)/C(=C/c2ccc(OCC(=O)OCC)cc2)NC1=S,7%,1,1.1%,2%,i,0.3,-3%,/,/,/,/,/
COc1ccc(/C=C(/NC(=O)c2ccc([N+](=O)[O-])cc2)C(=O)NC(C)(C)C)cc1,10%,1.1,-2.3%,5%,i,0.4,-3%,-0.4%,-0.3,32,i,31
O=C(NC(Nc1ncccn1)C(=O)c1ccccc1)c1ccccc1 (centres undefined),5%,1.1,0.6%,7%,i,0.7,-9%,13%,-0.2,46,i,38
Cc1ccc(NCc2nnc(SCC(=O)Nc3nnc(C)s3)n2C)cc1,-2%,1,0.3%,6%,i,0.0,-10%,2.6%,0.2,83,i,26
C#CCOCCOCCOCCNc1nc(N2CCOCC2)nc(N2CCN(C(=O)[C@H]([C@@H](C)CC)n3cc([C@@H](N)CO)nn3)CC2)n1,8%,1.1,0.7%,10%,i,0.9,-2%,1.0%,-5.2,90,i,39
COC(OC)C12c3ccccc3C(c3ccccc31)C1C(=O)N(c3cccnc3)C(=O)C12 (centres undefined),9%,1.1,0.1%,2%,i,0.0,1%,0.7%,0.0,67,i,10
COc1cccc(C(=O)O/N=C(\N)c2ccncc2)c1OC,26%,1.1,4.4%[50 µM],9%,i,0.0,-5%,7.7%,-0.7,68,i,34
CCOC(=O)c1c(-c2ccc3ccccc3c2)csc1NC(=O)CCCC(=O)O,/,/,-2.2%[50 µM],10%,i,1.4,/,/,0.8,55,/,/
CCC(=O)Nc1ccc(C(=O)CSc2nnc(-c3cccnc3)o2)cc1,9%,1.1,1.3%,6%,i,0.4,-4%,-0.1%,1.4,75,i,12
CCOC(=O)c1nn(-c2ccccc2)c(=O)c(C#N)c1C,16%,0.9,1.8%,3%,i,0.6,-5%,2.5%,-0.1,62,i,25
Cc1ccc(NC(=O)COC(=O)c2ccc3c(c2)C(=O)N(CCc2ccccc2)C3=O)c(C)c1,2%,1.1,0.4%[50 µM],1%,i,0.2,-11%,0.4%,-0.1,54,i,44
Cc1csc(NC(=O)CSc2nncs2)n1,12%,/,1.1%[50 µM],6%,i,1.4,-3%,0.0%,-0.5,54,i,31
Cn1c(C(=O)N2CCc3ccccc3C2)cc2oc3ccccc3c21,24%,1,0.6%,7%,i,1.0,-12%,9.7%,7.0,42,i,9
CCN(CC(=O)NCCc1ccccc1)S(=O)(=O)c1ccccc1,-11%,1,-0.4%,-2%,i,0.1,2%,-0.7%,-1.4,38,i,42
COc1ccc(C(=O)NC2=NCCS2)c(OC)c1,14%,/,-0.4%,5%,i,1.1,-5%,1.0%,-0.1,53,i,42
Cc1ccc(S(=O)(=O)N[C@@H](Cc2ccccc2)C(=O)CCl)cc1,?,1.1,-3.7%,4%,i,1.8,-2%&0%,2.3%,8.8,71,i,23
O=C(COC(=O)c1cccc(N2C(=O)c3ccccc3C2=O)c1)Nc1ccccc1,8%,1.2,0.7%,13%,i,0.5,-6%,3.3%,1.5,66,i,41
COc1ccc(Cn2nnc(C(=O)Nc3ccc(F)cc3)c2N)cc1,17%,1.1,0.0%,10%,i,0.6,0%,0.7%,0.7,64,i,34
COc1cccc(NC(=O)CN(C)C(=O)c2cccc(S(=O)(=O)N3CCN(c4ccccc4)CC3)c2)c1,-7%,/,0.1%,3%,i,1.3,3%,3.7%,0.9,58,i,6
COc1ccc(C(=O)NC(=S)Nc2cccc3ncccc23)cc1[N+](=O)[O-],6%,/,2.2%[50 µM],7%,i,1.0,4%,4.7%,0.7,66,i,71
Fc1ccc(COc2ccc(-c3nnco3)cc2)cc1,9%,/,/,/,i,0.5,-2%,1.7%,2.9,57,i,30
CCc1n[nH]c(=S)n1/N=C/c1ccc2c(c1)OCO2,10%,0.8,1.4%,1%,i,1.0,-7%,1.1%,-0.8,79,i,2
COC(=O)c1nc(NC(=O)c2ccc(C(C)(C)C)cc2)n[nH]1,13%,1.1,-1.2%,-10%,i,0.2,-10%,/,/,/,/,/
CCCn1nnnc1SCC(=O)NC1CCCC1,6%,/,0.2%,6%,i,0.3,-3%,0.9%,1.0,45,i,15
CC1CC(C)CN(C(=O)COC(=O)c2cccc(S(=O)(=O)N(C)c3ccccc3)c2)C1 (centres undefined),/,/,0.2%[50 µM],-1%,i,0.9,/,/,0.8,67,/,/
COc1ccc(-c2[nH]ncc2CN(C)Cc2ccccn2)c(OC)c1,/,0.9,0.3%,3%,i,0.4,/,0.9%,-1.1,72,i,64
Cc1ccccc1NC1=NC2(CCCC2)N=C(N)N1,8%,1.2,0.1%,8%,i,0.4,5%,0.4%,-0.2,40,i,44
C=CCOCC(O)Cn1c(N2CCCC2)nc2c1c(=O)n(C)c(=O)n2C (centres undefined),10%,/,-1.4%,2%,i,0.3,-1%,0.7%,1.7,45,i,57
CCC(=O)N(CCC1(C(C)C)CCOC(C)(C)C1)C(C)c1cccs1 (centres undefined),9%,/,0.8%,6%,i,0.2,1%,-0.2%,-0.7,53,i,22
CCN(CC)c1ccc2nc3ccc(N)cc3[n+](-c3ccccc3)c2c1,/,/,-2.7%,?,?,/,/,/,17,66,/,/
CCOc1ccc(NC(=O)NCCN2C(C)CCCC2C)cc1 (centres undefined),12%,1.1,7.9%,9%,i,1.7,-10%,0.0%,-1.8,60,i,15
Cc1cc(C)cc(C(=O)Nn2cnnc2)c1,8%,/,0.2%,9%,i,0.5,-5%,0.9%,-0.8,56,i,39
CC(CNC(=O)COC(=O)c1cccs1)c1ccccc1 (centres undefined),/,/,0.2%[50 µM],1%,i,0.5,/,-0.2%,1.0,65,i,27
CC(C)c1nc(N2CCOCC2)c(C#N)c2c1COC(C)(C)C2,14%,1,3.9%,5%,i,1.3,6%,0.6%,0.4,66,i,28
O=C(CN1CCN(C(=S)NC2CCCC2)CC1)Nc1ccc(Oc2ccccc2)cc1,-9%,1.2,1.5%,7%,i,0.4,23%,6.3%,0.6,42,i,44
CSc1ccc(/C=C/C(=O)c2ccc(NC(C)=O)cc2)cc1,6%,1.1,0.2%,8%,/,/,0%,0.5%,2.2,54,i,9
Cc1ccc(OCCn2c3ccccc3n3nc(C)c(=O)nc23)cc1,0%,1,-0.2%,3%,i,0.9,-1%,0.7%,0.4,75,i,33
CC(C)CCOC(=O)C(C)Sc1n[nH]c(=O)[nH]c1=O (centres undefined),11%,/,-0.3%,8%,i,0.2,-3%,8.8%,0.0,53,i,29
CCn1c(=O)n(CC)c2cc(N3CCCC3)c(NC(=O)c3c(F)cccc3F)cc21,?,/,-0.2%,21%,?,/,-2%,-0.4%,4.1,73,i,33
CCCN[C@H]1CCc2nc(N)sc2C1,15%&8%,/,1.1%,-4%,i,1.0,0%&-3%,1.1%&0.4%,1.3&0.9,40&54,i,39&38
Fc1ccc(CNCc2ccccc2C(F)(F)F)cc1,3%,1,-3.4%,-4%,i,0.3,-2%,1.0%,0.7,60,i,17
Cc1ccc(OCCn2cc(C=O)c3ccccc32)cc1,26%,/,0.2%,7%,i,0.4,-5%,0.9%,2.3,49,i,58
CC(c1ccco1)N(C(=O)c1ccccc1F)c1ccccn1 (centres undefined),4%,1.1,-0.1%,11%,i,0.3,-10%,2.8%,0.5,86,i,49
O=C(N/N=C/c1ccc(O)cc1O)C1CC1,33%,/,/,/,i,0.6,/,4.2%,2.0,45,i,8
O=C(COc1ccc([N+](=O)[O-])cc1)NCC(c1cccs1)N1CCOCC1 (centres undefined),9%,/,1.7%[50 µM],4%,i,0.6,-2%,-0.7%,0.0,58,i,16
NNC(=O)c1cc(-c2ccco2)[nH]n1,21%,0.2,0.2%,2%,i,0.2,-5%,1.5%,0.5,94,i,44
O=C(Cc1ccccc1)c1c[nH]c(C(=O)NCCCn2ccnc2)c1,4%,1.3,/,/,/,/,5%,-0.8%,1.0,39,i,28
CC(=O)N1c2ccccc2NC2=C(C(=O)CCC2)C1c1cccnc1 (centres undefined),8%,1.1,-1.1%,6%,i,1.8,-10%,1.6%,-2.7,46,i,66
CC(=O)c1cccc(NS(=O)(=O)c2ccc(N/C=C\C(=O)c3ccc(C)cc3)cc2)c1,6%,1,0.4%,5%,i,0.4,-1%,1.5%,6.5,50,i,32
O=S(=O)(NC(=S)c1ccccc1)c1ccc(Cl)cc1,4%,/,0.4%,-1%,i,0.7,10%,-0.2%,1.0,52,i,27
CC(C)CC(NC(=O)C(NC(=O)OC(C)(C)C)C(C)C)C(=O)NC(CCC(=O)OCc1ccccc1)C(N)=O (centres undefined),3%,1.1,0.5%,7%,i,0.4,-10%,-0.2%,-0.6,84,i,38
Cc1cc(SCC(=O)OCC(=O)N(CCC#N)c2ccccc2)nc2ccccc12,5%,/,0.3%[50 µM],5%,i,0.5,4%,-1.1%,0.7,63,i,54
CCc1ccccc1NC(=O)Cn1c(=O)n(-c2ccc(CC(=O)NCC3CCCO3)cc2)c(=O)c2ccccc21 (centres undefined),23%,1.1,0.5%,8%,i,1.2,-3%,2.7%,0.4,62,i,12
